High-throughput results as filed in PubChem.
SKN-1 inh: inhibitors of C. elegans SKN-1 | 360,000 compounds, 0.49% hits | inhibition, % at 21.8 µM | C. elegans VP596 Pgst-4::GFP/RFP ratio, acrylamide-induced, 24 h;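 active = interference check ratio from 0.5 to 1.5 plus GFP to RFP signal ratio inhibition reaching or exceeding a fixed threshold, cut at about 30% in these data, passing the limit was not always enough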; also: some compounds called inactive have numbers as strong as hits
FAS TE block: blocks the thioesterase domain of human fatty acid synthase. P49327. recombinant FAS-TE, OMFH fluorogenic substrate, fluorescence endpoint. inhibition, % at 15 µM. 360,000 compounds, 0.67% hits. AID 602261;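 active = compounds whose normalised, plate-corrected inhibition of enzyme fluorescence in the single-dose primary screen is 50% or more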;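 also: 0% = DMSO with enzyme and 100% = substrate without enzyme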
Target sequence (P49327 whole entry, looked up, the tested form may be a part): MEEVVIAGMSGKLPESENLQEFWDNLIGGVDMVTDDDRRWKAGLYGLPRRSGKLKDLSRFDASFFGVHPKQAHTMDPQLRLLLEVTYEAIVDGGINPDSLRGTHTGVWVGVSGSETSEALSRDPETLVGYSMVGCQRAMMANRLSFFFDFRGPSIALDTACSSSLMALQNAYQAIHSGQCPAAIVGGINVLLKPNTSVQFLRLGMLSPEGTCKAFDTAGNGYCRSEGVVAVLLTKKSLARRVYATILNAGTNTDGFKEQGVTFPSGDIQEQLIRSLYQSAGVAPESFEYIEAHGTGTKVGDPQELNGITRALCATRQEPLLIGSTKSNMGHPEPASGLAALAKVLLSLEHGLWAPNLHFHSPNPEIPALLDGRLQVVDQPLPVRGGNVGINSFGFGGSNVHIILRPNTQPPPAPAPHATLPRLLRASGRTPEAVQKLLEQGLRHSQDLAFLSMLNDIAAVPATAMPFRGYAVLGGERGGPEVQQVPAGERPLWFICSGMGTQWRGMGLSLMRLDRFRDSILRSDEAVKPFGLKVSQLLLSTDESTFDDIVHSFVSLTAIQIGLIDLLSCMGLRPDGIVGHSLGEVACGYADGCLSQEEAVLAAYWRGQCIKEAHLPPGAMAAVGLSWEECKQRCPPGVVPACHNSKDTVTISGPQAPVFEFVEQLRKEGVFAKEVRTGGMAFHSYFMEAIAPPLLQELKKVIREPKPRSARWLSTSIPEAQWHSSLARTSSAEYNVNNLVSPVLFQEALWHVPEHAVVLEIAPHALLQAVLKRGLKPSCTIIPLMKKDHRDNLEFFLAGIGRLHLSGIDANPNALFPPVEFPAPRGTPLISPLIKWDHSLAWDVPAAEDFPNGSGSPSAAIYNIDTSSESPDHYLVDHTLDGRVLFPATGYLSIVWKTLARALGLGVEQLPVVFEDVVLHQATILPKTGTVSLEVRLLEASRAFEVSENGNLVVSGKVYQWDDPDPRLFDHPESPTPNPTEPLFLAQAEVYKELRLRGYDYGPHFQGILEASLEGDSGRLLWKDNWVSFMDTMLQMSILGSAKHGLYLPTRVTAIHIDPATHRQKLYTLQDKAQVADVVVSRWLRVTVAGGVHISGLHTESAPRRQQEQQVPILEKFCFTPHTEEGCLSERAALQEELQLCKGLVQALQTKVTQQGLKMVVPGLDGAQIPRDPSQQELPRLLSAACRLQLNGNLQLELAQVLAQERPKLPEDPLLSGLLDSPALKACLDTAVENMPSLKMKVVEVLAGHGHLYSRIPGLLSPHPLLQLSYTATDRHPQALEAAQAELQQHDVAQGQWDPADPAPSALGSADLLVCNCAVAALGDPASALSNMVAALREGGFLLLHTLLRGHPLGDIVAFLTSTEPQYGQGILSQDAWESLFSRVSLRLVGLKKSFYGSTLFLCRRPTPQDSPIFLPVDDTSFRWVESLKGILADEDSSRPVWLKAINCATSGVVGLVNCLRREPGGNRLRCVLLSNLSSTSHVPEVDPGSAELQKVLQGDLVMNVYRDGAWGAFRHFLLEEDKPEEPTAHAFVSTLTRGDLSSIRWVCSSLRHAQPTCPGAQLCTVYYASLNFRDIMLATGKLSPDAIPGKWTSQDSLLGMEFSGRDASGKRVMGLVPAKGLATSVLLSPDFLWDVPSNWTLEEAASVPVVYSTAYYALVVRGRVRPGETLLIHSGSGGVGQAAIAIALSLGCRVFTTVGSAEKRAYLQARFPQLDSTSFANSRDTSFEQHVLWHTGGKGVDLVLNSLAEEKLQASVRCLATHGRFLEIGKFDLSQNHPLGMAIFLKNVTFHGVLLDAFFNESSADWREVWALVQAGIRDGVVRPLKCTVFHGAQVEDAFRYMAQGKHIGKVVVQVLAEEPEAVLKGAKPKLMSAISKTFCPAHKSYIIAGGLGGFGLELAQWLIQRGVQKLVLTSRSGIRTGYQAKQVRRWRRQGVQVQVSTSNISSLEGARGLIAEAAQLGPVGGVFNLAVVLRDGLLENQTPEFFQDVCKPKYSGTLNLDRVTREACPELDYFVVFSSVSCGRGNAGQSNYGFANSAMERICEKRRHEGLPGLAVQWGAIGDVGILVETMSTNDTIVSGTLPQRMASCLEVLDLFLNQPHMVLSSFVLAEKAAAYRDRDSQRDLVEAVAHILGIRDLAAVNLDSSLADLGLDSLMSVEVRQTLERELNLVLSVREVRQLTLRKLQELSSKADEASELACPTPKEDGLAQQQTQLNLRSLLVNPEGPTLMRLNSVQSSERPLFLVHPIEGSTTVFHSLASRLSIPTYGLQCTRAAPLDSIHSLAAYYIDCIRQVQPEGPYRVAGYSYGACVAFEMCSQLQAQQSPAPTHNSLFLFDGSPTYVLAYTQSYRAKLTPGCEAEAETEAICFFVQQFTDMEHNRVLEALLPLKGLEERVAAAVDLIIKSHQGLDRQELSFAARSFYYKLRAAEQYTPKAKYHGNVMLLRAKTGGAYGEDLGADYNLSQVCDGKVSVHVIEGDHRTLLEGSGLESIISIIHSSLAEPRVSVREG
bovine MsrA act: bovine methionine sulfoxide reductase A activation; purified bovine MsrA, absorbance read-out; activation, % at 10.6 µM; 360,000 compounds, 0.3% hits; in the data active = activation above about 7.5%;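 also: 0% = vehicle and 100% = reference activator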
MLLE-PAM2 inh: inhibitors of microRNA-mediated deadenylation, human PABP1 MLLE binding; GST-MLLE / FITC-PAM2 fluorescence polarization; P11940; inhibition, % at 20 µM; 360,000 compounds, 0.36% hits; in the data active = inhibition above about 35%, passing the limit was not always enough;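 also: plate controls were DMSO wells with GST-MLLE for no effect and wells lacking GST-MLLE protein for full effect; some results filed as inactive read as strong as hits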
Tb MetRS inh: Trypanosoma brucei MetRS inhibition | 360,000 compounds, 0.4% hits | purified T. brucei MetRS, ATP depletion, Kinase-Glo luminescence | AID 624268 | inhibition, % at 11.9 µM;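 active = inhibition above a per-plate cutoff of the control wells' mean inhibition plus 3 SD, cut at about 5.5% in these data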;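 also: 0% = DMSO wells median and 100% = median of wells with control inhibitor compound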
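Material – parasite MetRS enzyme · Medium – HEPES-MgCl2-KCl buffer plus DTT, spermine, BSA, pyrophosphatase · Reagent – ATP, methionine and E. coli bulk tRNA substrates · Times – 15 min enzyme-compound preincubation, 2 h reaction, 10 min detection, 25 °C · Measured by – luminescence of leftover ATP · Evaluation – percent inhibition relative to median high and low control wells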
MsrA inh: inhibits bovine methionine sulfoxide reductase A. AID 651718. 360,000 compounds, 0.75% hits. inhibition, % at 15.5 µM. purified bovine MsrA, absorbance read-out; in the data active = inhibition above about 4.5%;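 also: 0% = vehicle wells with enzyme and 100% = reference inhibitor wells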
E coli Lon inh: E. coli protease La inhibition. purified E. coli Lon protease, fluorescence polarization. inhibition, % at 7.94 µM. 360,000 compounds, 0.42% hits. AID 602123; in the data active = inhibition above about 13%, passing the limit was not always enough;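 also: 0% = enzyme with probe and DMSO and 100% = no enzyme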
MT1-MMP act inh: inhibitors of human MT1-MMP activation. HT1080 RFP-PRO-GFP cells, GFP/RFP ratio fluorescence, overnight; percent of plate control window, DMSO zero. 360,000 compounds, 0.061% hits. GFP/RFP ratio change, % at 20 µM;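 active = GFP/RFP ratio change of at least 30% with cell ATP level not reduced by more than half and red fluorescence within 50% of control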; also: strong numbers were not always called active
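Assay system: RFP-PRO-GFP reporter HT1080 cells; read-out basis: GFP/RFP fluorescence ratio; benchmarks: DMSO wells and RFP-L50D-GFP cells; doses: 20 µM single dose, 1% DMSO; schedule: overnight cell settling, then overnight compound exposure, 37 °C, 5% CO2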
NRP1-CendR mod: alters CendR peptide binding to human NRP-1; O14786; inhibition, % at 25 µM; FAM-RPARPAR peptide binding to NRP-1, fluorescence polarization; 360,000 compounds, 0.85% hits;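 active = inhibition or corrected inhibition above about 18%, plus a signal ratio from 0.5 to 1.5, limit read from the data, passing the limit was not always enough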; also: strong numbers were not always called active
The depositor's hits bear a star; / = no result given.

SMILES	SKN-1 inh	FAS TE block	bovine MsrA act	MLLE-PAM2 inh	Tb MetRS inh	MsrA inh	E coli Lon inh	MT1-MMP act inh	NRP1-CendR mod
CCOC(=O)N1CCN(c2c(-c3ccc(C)c(C)c3)c(=O)c2=O)CC1	1.2	-0.8	-2.2	13.0	0.0	3.2	0.4	-1.1	5.8
CSc1nnc(NC(=O)c2nc(S(=O)(=O)Cc3cccc(C)c3)ncc2Cl)s1	5.0	0.7	-4.1	21.0	0.7	1.2	-0.7	-4.1	-6.9
CCN(c1ccc(NC(=O)c2cccc(S(=O)(=O)N3CCN(C)CC3)c2)cc1)C(C)C	16.2	-1.6	-1.3	0.1	0.2	0.0	0.0	9.8	14.7
COCCn1c(SCC(=O)N2CCc3ccccc3C2)nc2cc(Cl)ccc2c1=O	13.8	42.3	-8.2	-44.9	-0.6	-0.7	4.8	-9.0	-5.0
CCC1CCCCN1C(=O)Cn1nc([N+](=O)[O-])c(Cl)c1C (stereo not given)	1.8	-0.4	-2.5	-5.1	-1.1	-0.3	-3.7	2.1	-26.5
CC(=O)NC1C(=O)N(CCN2CCOCC2)c2ccc(Br)cc21 (stereo not given)	12.4	0.0	-5.6	7.4	0.4	-0.1	-18.7	-3.4	-26.9
CCOc1ccc(OCC(=O)NCc2n[nH]c(=O)c3ccccc23)cc1	7.8	-4.5	-2.2	-5.7	-0.3	-0.7	1.1	0.7	15.7
CCOc1ccc(NC(=O)CSc2nnc(Cn3cnc4ccccc43)n2C)cc1	17.4	-6.8	-0.9	-6.2	-0.6	1.1	-2.8	12.1	-11.6
COc1cccc(CNC(=O)COC(=O)c2c(C)nn(-c3ccccc3)c2Cl)c1	-13.2	7.8	-1.9	-14.6	-0.3	0.4	-17.4	-5.2	-19.5
COC(=O)c1ccc(CNC(=O)Cn2cnc3c(NCc4ccccc4)ncnc32)cc1	19.4	-8.7	-1.0	7.3	0.4	1.3	12.3	-1.0	6.8
COc1ccccc1CNC(=O)CN1c2cccc3cccc(c23)S1(=O)=O	8.7	3.5	-2.1	-26.0	-0.2	-0.1	-8.2	4.5	-10.4
CCn1c(CNC(=O)c2ccc(OC)c(OC)c2)nnc1SCC(=O)c1ccc(OC)cc1	-13.6	-5.2	-2.4	-19.6	0.1	0.2	2.6	-3.4	-8.3
Cc1ccc(-c2c[nH]c(=S)n2-c2ccccc2F)cc1	5.2	-5.6	-1.2	-4.8	-0.4	0.2	8.2	-2.8	2.0
Cc1ccc(NC(=O)COC(=O)c2ccc(-n3cccn3)cc2)cc1C	-3.6	-5.0	-2.9	9.8	-0.2	-0.2	-11.0	1.6	1.5
CCN(CC)S(=O)(=O)c1ccc(C(=O)NCC(=O)NC2CC2)cc1	3.3	-7.0	-2.1	1.9	-0.5	0.1	4.9	1.2	5.5
Cc1cc(C(=O)CN2C(=O)C(=O)N(CC(C)C)C2=O)c(C)n1C1CC1	-2.5	2.9	5.5	0.1	-0.3	-0.2	-13.8	1.3	-0.8
Fc1ccc(-c2nc3ccccn3c2NCc2ccc3c(c2)OCO3)cc1	11.9	12.0	-13.0	-2.9	-0.6	-0.3	6.0	1.8	6.3
O=C(Nc1ccc(OC(=O)c2ccco2)cc1)c1ccco1	-34.5	-1.1	-14.0	0.3	-3.6	-1.4	-11.8	-4.9	11.7
CCCN1CCN(C(=O)c2ccc(S(=O)(=O)N(C)c3ccccc3OC)cc2)CC1	13.1	-4.7	1.1	0.7	-0.3	-0.2	-4.0	2.4	-1.8
COc1cccc(NC(=O)Nc2cc(C(=O)NC(C)C)ccc2N2CC3CC(C2)c2cccc(=O)n2C3)c1 (stereo not given)	-7.6	-2.4	-5.0	-3.3	-0.2	-0.3	6.0	1.9	7.2
Cc1cc(C(=O)COC(=O)c2nccnc2N)c(C)n1C	-7.0	-4.4	-11.3	-3.2	-1.3	3.6	6.9	-5.3	2.0
Cc1ccc(C)n1NC(=O)c1ccccc1[N+](=O)[O-]	0.4	-1.8	-4.1	-9.1	-0.1	0.3	-1.4	1.9	-0.9
Cc1csc(SCC(=O)NC23CC4CC(CC(C4)C2)C3)n1	-14.3	1.2	2.1	-2.2	-0.3	-0.6	3.2	-0.6	-38.3
Nn1c(=O)[nH]c2ccccc2c1=O	-4.6	-1.0	-4.5	-3.8	0.0	0.4	1.9	2.9	-3.3
COc1ccc(C(=O)NC(CCSC)C(=O)NC2CC2)cc1 (stereo not given)	15.2	-5.9	-1.4	-1.1	-0.4	-0.2	4.0	-0.9	2.6
CCOc1ccc(NC(=O)CSc2nc(N)c(-c3ccccc3)c(=O)[nH]2)cc1	-6.5	-4.3	-5.9	-16.2	0.3	3.2	4.0	-4.9	-3.1
CC1=C(C(=O)OCc2ccccc2)C(c2ccc([N+](=O)[O-])cc2)NC(=O)N1CCCC(=O)O (stereo not given)	4.3	11.6	-2.3	-9.2	-0.2	-0.1	5.1	4.2	33.4*
CCOC(=O)N1CCN(CC(=O)Nc2cccc(Br)c2)CC1	4.7	-2.0	1.3	4.1	-0.1	0.6	0.9	5.0	-5.4
CCOc1ccc(Cl)cc1-c1cc(C(=O)NCc2ccccc2OC)[nH]n1	-12.1	18.0	-2.2	1.1	-0.2	-0.1	1.2	-12.6	0.1
COc1ccc([C@H]2CC(=O)C=C(/C=C/c3ccccc3)C2)cc1OC	5.4	26.5	-0.2	11.5	-0.3	4.6*	0.2	11.4	8.5
Cn1ccc(NC(=O)c2ccc([N+](=O)[O-])cc2)n1	-1.4	-4.6	-1.2	16.0	-0.3	0.5	7.2	3.1	4.6
C=CCC(C(=O)OC)(C(=O)OC)c1ccccc1[N+](=O)[O-]	13.4	-2.6	-3.0	-14.7	-0.6	-0.2	-11.3	0.6	-20.2
Cn1nc(C(=O)OCC(=O)NCCc2ccccc2)c2ccccc2c1=O	3.4	-0.5	-3.4	8.8	-0.1	-0.7	2.5	-0.2	6.2
Nc1sccc1C(=O)NCCN1CCOCC1	29.1	/	/	/	-0.9	2.3	/	3.2	-2.1
O=C(O)c1ccccc1/C=N/NC(=S)NC1CCCCC1	9.9	-5.6	-1.4	7.6	-0.3	2.7	-6.0	-8.3	-2.9
CC(C)=CCN1CCNC(=O)C1CC(=O)NCc1nc(C)c(C)s1 (stereo not given)	4.8	-1.2	-2.0	7.2	-0.4	1.0	5.3	-6.9	11.2
CS(=O)(=O)c1ccc([C@@H](O)[C@@H](CO)NC(=O)C(Cl)Cl)cc1	3.4	-2.8	-1.8	14.2	-1.2	1.7	-8.9	8.1	8.9
C=CCOc1nc(-c2ccccc2Cl)nc2ccccc12	9.8	19.3	-0.4	-2.2	-0.1	0.2	2.0	-1.8	-2.1
COc1ccc(NS(=O)(=O)c2ccc3c(c2)oc(=O)n3C)c(OC)c1	-5.6	8.8	1.9	-2.5	-0.9	-1.4	1.2	5.2	3.1
COc1ccc2nc(-c3ccccn3)[nH]c2c1	-9.3	-2.9	-2.1	19.8	-1.4	3.5	-1.6	1.7	-9.0
COc1ccc(S(=O)(=O)N2CCOC23CCN(C(=O)c2ccccc2OC)CC3)cc1	-15.6	-4.4	-4.1	16.5	-0.5	0.2	9.5	0.4	-5.6
COc1ccc(CC(=O)OCC(=O)NC2CCCCCC2)cc1OC	2.3	-7.3	-3.9	9.4	-0.4	0.2	10.7	-0.1	1.7
O=C(NC(=S)Nc1c(Cl)ccc2nsnc12)c1ccco1	-19.3	0.1	-13.4	31.7	-0.8	1.7	-9.7	-1.6	1.2
Cn1nnnc1SCc1c(F)cccc1F	-0.5	-5.5	-1.2	4.9	-0.2	-1.0	-0.9	4.4	11.6
CCCN1CCN(c2ncnc3c2nnn3Cc2ccccc2)CC1	-9.9	3.2	1.5	-5.8	-0.1	1.3	4.2	-0.5	6.3
c1ccc2c3c(cc(N4CCOCC4)c2c1)OC1(N2CCOCC2)CCCCC1O3 (stereo not given)	18.6	12.2	0.5	3.4	-0.2	0.2	-5.5	0.3	-7.4
CCc1nnc(NC(=O)CSc2nnc(-c3ccco3)n2C)s1	-5.6	-5.7	-2.5	6.0	0.1	0.7	-9.7	-1.2	1.7
COc1cc(NC(=O)CSc2nc3[nH]ncc3c(=O)n2-c2ccccc2)cc(OC)c1OC	-6.6	-19.7	0.7	6.5	-0.2	0.0	-2.0	0.8	-0.9
COc1ccc(CCC(=O)NC(C)c2ccccc2)cc1OC (stereo not given)	5.4	-1.7	-0.8	-1.8	-0.7	2.7	0.3	-7.8	18.5
N#CNC(=Nc1cccc(F)c1)SCc1ccccc1	9.4	-4.4	-3.2	1.2	-0.5	1.8	-6.2	-2.0	8.3
CC(CCc1ccccc1)NC(=O)C1CCC1 (stereo not given)	4.7	-2.3	0.4	-10.8	0.4	0.0	1.3	1.2	1.7
CC1(C)CCC[C@]2(C)C(CS(=O)c3ccccc3)=C(C=O)CC[C@@H]12 (stereo not given in full)	2.2	20.1	-4.3	9.7	-1.0	0.8	-6.4	4.3	3.6
Cc1ccc(NC(=O)C2C3C=CC(O3)C2C(=O)O)c(C)c1 (stereo not given)	-17.1	-5.4	-3.0	3.9	-0.5	0.7	-3.4	0.6	5.7
O=C(CSc1nc(C2CCCCC2)nc2ccccc12)N1CCCC1	-8.0	4.3	-3.3	4.3	0.0	-0.1	-2.0	-3.2	4.9
Cc1cc(C)c(C#N)c(Nc2ccccc2Cl)n1	-14.0	3.6	-2.8	-5.5	0.1	-1.0	-6.5	0.6	6.9
c1ccc(CSc2nnc(Cc3ccccc3)o2)cc1	-7.1	4.9	-2.3	21.9	-0.3	-0.8	9.1	0.7	-3.2
CC(=O)N1CCN(Cc2nc3cc(NC(=O)c4cccs4)ccc3n2C)CC1	17.1	-4.8	-2.5	6.0	-0.2	0.1	-0.2	5.1	13.8
CCOc1ccc(CN2CCN(Cc3cnc(N4CCOCC4)s3)CC2CCO)cc1 (stereo not given)	-4.3	-2.8	-5.7	-8.8	-0.9	-0.3	-7.6	2.6	-4.2
Cc1ccccc1OCC(=O)NCC(c1cccs1)N1CCOCC1 (stereo not given)	-0.5	-0.1	-2.7	2.1	-0.3	1.4	-3.3	3.9	12.4
Cc1nn(C)cc1/C=N\NC(=O)c1ccc(Cn2cc(Cl)cn2)cc1	1.2	-12.8	0.3	5.6	-0.2	0.2	-7.4	3.9	6.5
COc1ccccc1/C=N/NC(=O)CC(=O)NC1CCCCC1	-11.7	-1.5	0.4	-3.7	-0.2	-0.7	-1.5	2.6	-12.6
Brc1ccc(Oc2ncc(CN3CCN(c4ccccc4)CC3)s2)cc1	-18.1	31.3	-8.6	3.9	-0.9	0.7	-5.6	5.5	-3.7

Rewritten as labelled records: two of the compounds above
canonical_smiles: O=C(NC(=S)Nc1c(Cl)ccc2nsnc12)c1ccco1
  SKN-1 inh = -19.3 | FAS TE block = 0.1 | bovine MsrA act = -13.4 | MLLE-PAM2 inh = 31.7 | Tb MetRS inh = -0.8 | MsrA inh = 1.7 | E coli Lon inh = -9.7 | MT1-MMP act inh = -1.6 | NRP1-CendR mod = 1.2

canonical_smiles: Cn1nnnc1SCc1c(F)cccc1F
  SKN-1 inh = -0.5 | FAS TE block = -5.5 | bovine MsrA act = -1.2 | MLLE-PAM2 inh = 4.9 | Tb MetRS inh = -0.2 | MsrA inh = -1.0 | E coli Lon inh = -0.9 | MT1-MMP act inh = 4.4 | NRP1-CendR mod = 11.6
